Source: PubChem (several laboratories)
Vc quorum ag – inducers of Vibrio cholerae quorum light production without autoinducers; V. cholerae BH1578 lux reporter, luminescence, 6 h; activation, % at 18.7 µM; actives 0.16% (n = 350,000); AID 588436; in the data active = activation mostly above about 9.7%, no sharp cut-off; inconclusive = no clear call, values can overlap the other calls; inactive = mostly below about 3.7%; also: not every result past the cut was called active; inactives centre near 0; reference of the scale not given here
CCHF vOTU inh – blocks the CCHF virus ovarian tumor domain protease; CCHFV vOTU protease, Pep-AMC fluorescence; inhibition, % at 11.5 µM; actives 0.55% (n = 370,000); AID 651958; in the data active = inhibition above about 30%; also: 0% = vehicle wells with enzyme and 100% = no enzyme wells
BoNT A protease – inhibitors of Botulinum neurotoxin A light chain protease; multiplex microsphere protease substrate cleavage, flow cytometry; inhibition, % at 10 µM; actives 0.17% (n = 360,000); AID 588499; also: plate controls were buffer without enzyme for full effect and enzyme alone for no effect
Y pestis TopoI – blocks Yersinia pestis topoisomerase I activity. activity, % at 10 µM. Y. pestis Topo-I cleavage product accumulation, plate reader. actives 0.064% (n = 360,000); in the data active = activity above about 50%, passing the limit was not always enough; inconclusive = no clear call, values can overlap the other calls; also: inactives centre near 2
Anthrax LF inh2 – inhibitors of Bacillus anthracis lethal factor protease; multiplex microsphere protease cleavage assay, LF; actives 0.12% (n = 360,000); inhibition, % at 10 µM; AID 588501; P15917; also: plate controls were buffer without enzyme for full effect and enzyme alone for no effect
PriA SSB inh – inhibitors of Klebsiella pneumoniae PriA binding to SSB C-terminal tail | AlphaScreen SSBct-PriA binding, biotinylated peptide | inhibition, % at 33 µM | actives 0.6% (n = 430,000); in the data active = inhibition mostly above about 37%, no sharp cut-off; inactive = mostly below about 20%;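 also: plate controls were negative control peptide for no effect and reference peptide for full effect; strong numbers were not always called active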
PfHsp40 rescue – restores yeast growth despite PfHsp40 toxicity. S. cerevisiae expressing PfHsp40, growth rescue, ATP luminescence. growth rescue, % at 12.5 µM. actives 0.68% (n = 340,000); in the data active = growth rescue above about 28%, passing the limit was not always enough; inconclusive = no clear call, values can overlap the other calls;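 also: yeast W303a lacking pdr1 and pdr3 grown in galactose medium; growth measured after three days at 30 °C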
3CLpro inhibitor – SARS-CoV 3CLpro protease inhibition; inhibition, % at 6 µM; recombinant SARS-CoV 3CLpro, quenched FRET peptide cleavage; P0C6X7; actives 0.14% (n = 290,000); in the data active = inhibition above about 12%
TcdB inh – inhibitors of Clostridioides difficile toxin B glycohydrolase | P18177 | TcdB glycohydrolase enzymatic assay, plate reader | inhibition, % at 9.99 µM | actives 0.24% (n = 350,000) | AID 652162; in the data active = inhibition above about 10%
Target sequence (P18177 whole entry, looked up): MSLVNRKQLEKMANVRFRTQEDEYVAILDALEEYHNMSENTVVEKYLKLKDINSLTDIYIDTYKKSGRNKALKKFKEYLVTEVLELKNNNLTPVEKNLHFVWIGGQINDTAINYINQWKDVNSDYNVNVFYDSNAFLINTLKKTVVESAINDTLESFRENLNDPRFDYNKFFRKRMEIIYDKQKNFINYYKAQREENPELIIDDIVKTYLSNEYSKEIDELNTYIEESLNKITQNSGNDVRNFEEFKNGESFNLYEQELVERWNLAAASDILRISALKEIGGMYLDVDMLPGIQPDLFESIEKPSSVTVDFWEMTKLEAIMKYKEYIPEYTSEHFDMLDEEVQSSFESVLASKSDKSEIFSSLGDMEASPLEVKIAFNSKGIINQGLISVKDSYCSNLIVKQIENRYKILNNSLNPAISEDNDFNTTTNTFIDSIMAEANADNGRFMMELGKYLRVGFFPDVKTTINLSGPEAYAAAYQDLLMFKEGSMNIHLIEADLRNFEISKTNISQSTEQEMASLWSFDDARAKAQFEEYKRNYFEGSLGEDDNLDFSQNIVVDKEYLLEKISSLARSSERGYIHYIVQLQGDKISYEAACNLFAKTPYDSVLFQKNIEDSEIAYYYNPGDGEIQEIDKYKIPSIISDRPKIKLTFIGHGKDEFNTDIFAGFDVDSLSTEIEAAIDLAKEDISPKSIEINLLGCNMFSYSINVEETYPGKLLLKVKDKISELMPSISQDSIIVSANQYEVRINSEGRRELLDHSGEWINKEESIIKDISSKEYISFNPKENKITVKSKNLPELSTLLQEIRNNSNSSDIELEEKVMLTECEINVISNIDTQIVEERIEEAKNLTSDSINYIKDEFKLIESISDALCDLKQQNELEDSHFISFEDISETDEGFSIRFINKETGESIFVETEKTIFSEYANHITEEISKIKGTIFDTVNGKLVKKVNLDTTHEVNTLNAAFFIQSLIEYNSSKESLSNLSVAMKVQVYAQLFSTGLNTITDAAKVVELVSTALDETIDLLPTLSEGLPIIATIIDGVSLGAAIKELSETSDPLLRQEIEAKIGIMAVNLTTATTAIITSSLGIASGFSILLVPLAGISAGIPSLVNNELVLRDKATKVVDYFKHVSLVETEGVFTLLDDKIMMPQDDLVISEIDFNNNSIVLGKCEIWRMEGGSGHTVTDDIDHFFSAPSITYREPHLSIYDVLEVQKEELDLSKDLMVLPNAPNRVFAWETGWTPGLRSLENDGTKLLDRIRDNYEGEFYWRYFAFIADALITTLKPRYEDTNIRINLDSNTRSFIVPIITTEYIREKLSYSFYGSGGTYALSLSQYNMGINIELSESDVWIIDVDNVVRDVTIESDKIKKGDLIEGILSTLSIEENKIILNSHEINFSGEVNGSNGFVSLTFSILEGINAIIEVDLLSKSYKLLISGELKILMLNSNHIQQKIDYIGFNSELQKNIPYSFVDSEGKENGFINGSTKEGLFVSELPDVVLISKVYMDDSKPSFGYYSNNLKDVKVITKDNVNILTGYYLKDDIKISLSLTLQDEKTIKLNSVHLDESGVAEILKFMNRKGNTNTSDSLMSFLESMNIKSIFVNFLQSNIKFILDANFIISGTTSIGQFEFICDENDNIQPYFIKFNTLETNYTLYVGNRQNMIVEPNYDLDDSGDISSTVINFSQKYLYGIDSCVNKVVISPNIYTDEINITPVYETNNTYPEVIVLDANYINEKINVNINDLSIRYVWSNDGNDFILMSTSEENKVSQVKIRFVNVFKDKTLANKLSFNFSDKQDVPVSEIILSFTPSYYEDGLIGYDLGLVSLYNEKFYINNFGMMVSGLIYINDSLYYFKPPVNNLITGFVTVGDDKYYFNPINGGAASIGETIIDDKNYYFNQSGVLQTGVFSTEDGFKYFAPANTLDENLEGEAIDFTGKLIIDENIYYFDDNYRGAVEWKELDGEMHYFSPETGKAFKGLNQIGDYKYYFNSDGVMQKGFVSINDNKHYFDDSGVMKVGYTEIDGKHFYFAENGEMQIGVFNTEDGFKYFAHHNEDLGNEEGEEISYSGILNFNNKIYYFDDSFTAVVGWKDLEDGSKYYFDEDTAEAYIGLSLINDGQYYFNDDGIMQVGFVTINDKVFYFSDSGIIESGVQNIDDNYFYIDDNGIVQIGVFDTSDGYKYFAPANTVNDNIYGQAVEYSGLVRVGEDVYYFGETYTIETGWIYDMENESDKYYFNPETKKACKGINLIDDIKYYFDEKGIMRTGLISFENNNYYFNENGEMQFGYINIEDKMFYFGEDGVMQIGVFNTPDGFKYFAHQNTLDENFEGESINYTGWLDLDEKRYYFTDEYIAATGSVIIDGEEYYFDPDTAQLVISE
DUSP3 inh – inhibitors of human VHR1 phosphatase (DUSP3). P51452. recombinant VHR phosphatase, pNPP absorbance. inhibition, % at 13.3 µM. actives 0.52% (n = 290,000). AID 1654; in the data active = inhibition above about 50%; also: some compounds called inactive have numbers as strong as hits
Numbers without * were called inactive; i = inactive; ? = inconclusive; . = no result given; & = joins results of further samples. Rule as the data show it, unless noted: active = inhibition above about 30%; inconclusive = no clear call, values can overlap the other calls; inactive = below that. This is a subset; rates above refer to the full screens.

SMILES	Vc quorum ag	CCHF vOTU inh	BoNT A protease	Y pestis TopoI	Anthrax LF inh2	PriA SSB inh	PfHsp40 rescue	3CLpro inhibitor	TcdB inh	DUSP3 inh
Cc1cc(NC(=O)CSc2nc3ccccc3s2)no1	-0.8	15	0.1	-5	5	-3&-5	5.4	0	.	13
c1ccc(CC2CCCNC2)cc1 (stereo not given)	-0.7	-10	-0.7	-1	0	-14	-2.3	1	2.0	25
CN(C)C(CNC(=O)c1ccc(OCc2cn3ccccc3n2)cc1)c1ccco1 (stereo not given)	i	-4	-0.7	0	-5	-5	-0.4	.	2.4	.
COc1ccc(NC(=O)CSc2ccc(-c3ccco3)nn2)c(OC)c1	i	7	0.1	10	4	1	-1.2	0	3.1	23
CC1CCCN(Cc2c(O)ccc3c(=O)c(-c4nc5ccccc5s4)c(N)oc23)C1 (stereo not given)	i	4	?	4	-4	8	0.1	2	.	25
c1ccc(-c2cnnc(N3CCOCC3)n2)cc1	i	9	1.0	-6	1	1	1.0	-3	.	10
CCCCOC(=O)NC(NCC(O)c1ccccc1)(C(F)(F)F)C(F)(F)F (stereo not given)	i	5	0.0	0	0	-6	-1.0	-7	.	-12
Cc1ccc(C(=O)Nc2cccc(-c3nc4ncccc4o3)c2)cc1	-0.3	16	-0.7	4	-5	-14	-1.7	0	1.3	-6
COC(=O)CC/C(O)=C1\C(=O)CC(C)(C)CC1=Nc1ccccc1OC	.	13	0.9	5	-2	.	1.4	-4	.	20
CCN(CC)c1ccc(/C=N\NC(=O)c2cccc3cc[nH]c23)cc1	i	0	?	-19	-11	.	2.1	3	-1.9	17
CSc1ccc(Cn2nnc(C(=O)NCCc3ccc(Cl)cc3)c2N)cc1	-0.4	7	0.0	-5	-4	-2	0.1	-4	0.1	8
Cc1nnc(SC(=O)N2c3ccccc3Sc3ccccc32)s1	i	-12	-0.9	-9	-2	-4	7.3	24*	.	-9
Nc1nc(-c2ccccc2)c(-c2ccccc2)o1	-1.3	-6	.	-8	.	-9	0.8	0	-1.9	8
NC1CC2CCCCC2CC1(O)c1ccccc1 (stereo not given)	-0.3	3	0.0	0	-2	.	.	.	2.8	.
CCOP(=O)(c1ccccc1)c1nc(-c2ccc(F)cc2)oc1N1CCCCC1 (stereo not given)	0.5	18	0.5	20	-3	-3	-1.1	5	.	-6
COCCCNc1nc2c(c(=O)[nH]c(=O)n2C)n1CC(O)COc1ccccc1 (stereo not given)	-0.7	1	-0.8	5	-3	-6	1.7	1	.	22
CCCCC(=O)Nc1nc(-c2ccc(S(=O)(=O)N3CCOCC3)cc2)cs1	-0.4	2	1.4	17	-2	-24	-0.3	-5	2.1	0
COc1ccc2c(c1OC)C(=O)OC2N1C(=O)CC[C@H]1C(=O)NCC1CCCO1 (stereo not given in full)	-0.4	-4	0.2	0	-3	-13	0.3	-1	-2.6	-4
COc1ccc(CC(=O)O/N=C(\N)Cc2cccc3ccccc23)cc1	i	-4	2.0	13	-1	i	6.3	-1	0.3	-2
O=C(CNC(=O)c1ccccc1)OCC(=O)c1ccccc1Cl	i	7	-0.3	14	0	-2	-0.7	5	0.8	5
Cc1cc2c(cc1C)NC1=C(N2)OC(c2cccc(O)c2)C1=O (stereo not given)	-0.9	4	-4.6	8	-1	-8	-0.4	0	4.3	-8
Cc1cc(NC(=O)CSc2nnc(-c3ccc4c(c3)OCCO4)o2)no1	i	-6	-0.8	6	4	-4	-1.2	-3	.	25
COCCCNC(=O)CC1C(=O)N(Cc2ccccc2)C(C)c2nc3ccccc3n21 (stereo not given)	i	1	0.3	2	-1	-4	-0.8	-1	-3.1	-17
O=C(COc1ccc([N+](=O)[O-])cc1)NCc1ccncc1	-0.2	10	-0.2	9	0	-6	-0.9	5	1.3	12
COC(=O)c1cc(CSc2ncnc3sccc23)oc1C	-0.6	13	-4.1	18	-7	1	2.2	-3	0.6	-2
CC(=O)C1=C(C)Nc2ncnn2C1c1ccc(Cl)cc1 (stereo not given)	-1.2	8	-0.9	9	4	-28	-0.1	1	.	21
COc1ccc(-c2noc(C3CCCN(C(=O)c4ccccc4OC)C3)n2)cc1 (stereo not given)	-0.5	-6	.	2	.	0	-1.2	5	0.5	20
Cc1ccc(C)c(NC(=S)Nc2ccc(S(=O)(=O)Nc3ncccn3)cc2)c1	2.7	5	0.4	-1	-7	2	0.1	0	.	-8
CCOC(=O)CNC(=O)Cn1c(C)cc2ccccc2c1=O	i	-2	-0.4	-2	1	-5	0.7	3	.	-2
COc1ccc(-c2cc(C(F)(F)F)n3nc(C(N)=O)cc3n2)cc1	-0.8	-14	-0.1	4	-5	.	.	.	-3.3	.
CN(C(=O)c1ccno1)c1nnc(-c2ccccn2)s1	4.8	-92	-0.8	38	3	42*	-0.1	-9	.	.
CC(=O)N[C@@H](Cc1c[nH]c2ccccc12)C(=O)OCC(=O)Nc1ccc(Cl)c(S(=O)(=O)N(C)C)c1	0.2	-4	-1.0	-2	-7	4	0.8	-3	0.6	18
O=S(=O)(c1ccc2c(c1)OCCO2)N1CCN(S(=O)(=O)c2ccco2)CC1	-0.7	-7	-0.9	1	-1	0	-0.2	.	1.4	.
c1ccc(-c2csc(N3CCSCC3)n2)cc1	-0.4	8	-0.3	-16	-3	-13	4.9	-1	1.5	17
Nc1ccc2c(c1)Oc1ccccc1C=C2	i	2	-1.0	-2	-4	15	2.5	5	-0.6	-6
CCOc1cccc2cc(C(=O)N3CCc4ccccc43)c(=O)oc12	-0.4	8	-1.3	-1	-1	-18	0.6	-2	.	10
Cc1cc(C)c2c(N)c(C(=O)NN3CC(=O)N(c4ccccc4)CC3=O)sc2n1	-0.5	-79	-0.3	-2	1	-9	1.6	6	-0.3	-7
CCOc1ccc(C(C(=O)NC2CCCCC2)N(CCOC)C(=O)c2snc(C(N)=O)c2N)cc1 (stereo not given)	i	-2	1.9	12	-8	-7	0.5	-8	0.8	-12
COc1ccc([C@H]2CC(=O)C=C(c3ccc4c5c(cccc35)CC4)C2)cc1	i	1	2.6	-9	-1	4	-0.9	.	0.9	.
CCOC(=O)C1CCN(CC(=O)Nc2ccc(OC)c(Cl)c2)CC1	-0.2	10	0.0	5	-1	-5	-0.4	1	-0.3	12
Cc1ccc2[nH]c(C(=O)O)c(NC(=O)c3ccccc3[N+](=O)[O-])c2c1	-0.6	4	0.9	-1	0	5	1.6	3	.	-10
COc1cc(C(=O)Nc2cccc(NC(=O)c3ccccc3)c2)cc(OC)c1OC	-0.1	-10	-0.8	4	3	-6	-1.0	-5	0.7	1
O=C(Nc1cccc(-c2cccc(Cl)c2)c1)C1CCN(CC2CCOC2)CC1 (stereo not given)	i	5	-0.5	-13	4	3	1.1	8	-1.8	24
COCCCN1C(=O)C(=O)/C(=C(/O)c2ccc(OCC(C)C)cc2)C1c1cccnc1 (stereo not given)	0.6	-10	0.0	-1	2	.	0.2	-2	.	-1
CCc1c(C)nc(SCC(=O)N2CCN(c3ccccc3)CC2)[nH]c1=O	i	3	0.5	4	0	-8&-10	1.1	0	-0.1	-3
COc1ccc(C(=O)CSc2nc3nc(C)cc(C)n3n2)cc1OC	-0.4	3	-0.7	1	-4	35&-11	0.3	-6	0.0	7
CC(=O)Nc1ccc(/C=N/Nc2ccc(C(=O)c3c(C)cc4ccccn34)cc2[N+](=O)[O-])cc1	-0.2	-7	.	-4	.	i	1.9	1	-0.2	34
Cc1cccc(N2CCN(C(=O)c3cc(C)oc3C)CC2C)c1 (stereo not given)	-0.2	-25	-1.5	17	-4	8	-1.0	-2	-0.5	-8
Cc1onc(-c2ccccc2)c1C(=O)Nc1cccc(OC(C)C)c1	-0.4	9	.	-2	.	-36	2.4	-2	.	13
COc1ccc(NC(=O)N2CCCC2)cc1OC	-3.1	4	0.6	6	1	-6	-0.2	-3	.	5

Grouped by structure, those above with a furan ring, fused or not.
SMILES	Vc quorum ag	CCHF vOTU inh	BoNT A protease	Y pestis TopoI	Anthrax LF inh2	PriA SSB inh	PfHsp40 rescue	3CLpro inhibitor	TcdB inh	DUSP3 inh
CN(C)C(CNC(=O)c1ccc(OCc2cn3ccccc3n2)cc1)c1ccco1 (stereo not given)	i	-4	-0.7	0	-5	-5	-0.4	.	2.4	.
COc1ccc(NC(=O)CSc2ccc(-c3ccco3)nn2)c(OC)c1	i	7	0.1	10	4	1	-1.2	0	3.1	23
COC(=O)c1cc(CSc2ncnc3sccc23)oc1C	-0.6	13	-4.1	18	-7	1	2.2	-3	0.6	-2
O=S(=O)(c1ccc2c(c1)OCCO2)N1CCN(S(=O)(=O)c2ccco2)CC1	-0.7	-7	-0.9	1	-1	0	-0.2	.	1.4	.
Cc1cccc(N2CCN(C(=O)c3cc(C)oc3C)CC2C)c1 (stereo not given)	-0.2	-25	-1.5	17	-4	8	-1.0	-2	-0.5	-8

Next section.
SMILES	Vc quorum ag	CCHF vOTU inh	BoNT A protease	Y pestis TopoI	Anthrax LF inh2	PriA SSB inh	PfHsp40 rescue	3CLpro inhibitor	TcdB inh	DUSP3 inh
Cc1nc(N2CCN(C(=O)c3ccco3)CC2)c2c3c(sc2n1)CCC3	-1.5	6	0.2	-4	0	-20&6	2.3	-2	.	44
Cc1cc(Cl)ccc1N=C1N=C(N)c2ccccc21	-0.2	-11	-0.8	4	1	7	-0.8	1	2.4	12
O=C(c1cncc(Br)c1)N1CCN(c2ccc(N3CCOCC3)nn2)CC1	-0.4	-18	-0.9	7	-5	-16	-1.4	2	0.8	38
Cn1c(-c2nonc2N)nc2ccccc21	0.4	-7	0.3	-1	-7	-15	-0.8	-1	0.5	8
CC1CN(c2ccccn2)C(C)CN1C(=S)Nc1ccccc1 (stereo not given)	7.1	-2	-0.3	4	-2	9	-0.9	.	0.1	.
Cc1cc(C)c(C)c(S(=O)(=O)N2CCC(C(=O)Nc3ccc(S(=O)(=O)N4CCOCC4)cc3)CC2)c1C	i	-3	-0.9	37	3	7	0.4	7	1.6	18
CSc1ccccc1-c1nnc(-c2ccc(C)cc2)o1	5.3	22	0.3	15	3	-27	0.7	4	.	2
CCOC(=O)C(C)NC(=O)Cn1ncc2c(=O)oc3ccc(C)cc3c21 (stereo not given)	-0.4	3	-0.7	11	1	7	-0.5	-3	0.6	9
CN(C)C(=O)c1cn(-c2ccccc2)nc1-c1cccc([N+](=O)[O-])c1	-1.0	0	-0.3	15	-4	6	-0.5	1	1.7	38
CC(=O)c1cccc(NC(=O)C(C)N(C)CC(=O)Nc2ccc(Cl)cc2)c1 (stereo not given)	-0.4	8	0.8	-8	3	-5	-0.3	7	0.5	12
Cc1[nH]c2ccccc2c1C(=O)C(C)OC(=O)c1ccc(Cl)nc1 (stereo not given)	0.3	4	1.2	5	1	-5	2.0	.	3.9	.
COc1ccc(CC(=O)N2CCc3cc(OC)c(OC)cc3C2O)cc1OC (stereo not given)	-0.5	3	-1.1	-2	-12	-8	-0.5	0	0.3	23
CCOC(=O)C1=CCN(S(=O)(=O)c2ccccc2C)C1c1cccc(Br)c1 (stereo not given)	.	10	-0.3	.	0	.	.	.	1.3	.
CCOCCOC(=O)C1=C(C)NC2=C(C(=O)CC(c3cccs3)C2)C1c1ccsc1 (stereo not given)	i	-24	0.2	-15	-5	-27	-1.9	-6	.	8
CC(=O)c1ccc(N=Nc2ccc(N)cc2)cc1	3.7	3	-0.4	16	-8	0	-0.9	0	1.3	-22
COc1ccc(Cn2c(C)c(C)c(C#N)c2NC(=O)Nc2cccc(Cl)c2)cc1	-6.7	8	-2.2	-7	-8	-6	0.5	0	.	8
COc1ccc(C(=O)n2nc(C)cc2C)cc1OC	-0.4	-9	-0.2	1	-5	-11	0.7	-2	.	7
